Screening data (PubChem BioAssay)
mHTT-CaM PPI inh: inhibitors of human mutant huntingtin-calmodulin interaction; 3.6% of 190,000 active; AID 1671202; P42858; AlphaScreen His-mHTT/GST-CaM binding, luminescence; inhibition, % at 15 µM;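 further: 0% = both proteins with DMSO and 100% = one protein alone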
Pf apPOL block: Pf-apPOL DNA polymerase inhibition | Recombinant Pf-apPOL, molecular beacon fluorescence, 1.5 h | 0.25% of 210,000 active | inhibition, % at 10 µM
* hit, by the source's call; . = not tested or not shown; & = joins results of further samples. No stated cut-off is given here; in the data, active means inhibition above about 50%; inactive means the rest.

SMILES | mHTT-CaM PPI inh | Pf apPOL block
CCc1ccc(NC(=O)CC2SC(=N)NC2=O)cc1 (stereo unspecified) | -4 | 5
COc1cc(OC)cc(C(=O)N2CCN(c3ccccn3)CC2)c1 | 10 | -1
CSc1cccc(NC(=S)N2CCC(CC3CCN(C(=S)Nc4cccc(SC)c4)CC3)CC2)c1 | . | -6
Cc1cccc(NC(=O)Cc2nc(-c3ccccc3)n[nH]2)c1 | 6 | -3
CC(N)C12CC3CC(CC(C3)C1)C2 (stereo unspecified) | . | -5
CC(=O)Nc1ccc(Nc2nc(Nc3ccc(NC(C)=O)cc3)nc(N3CCN(C)CC3)n2)cc1 | 6 | -2
CSc1cccc(NC(=O)N2CCc3c(c(COCc4ccc(C)cc4)nn3C)C2)c1 | 30 | -2
CCCNC(=O)c1nc2cc(C)c(C)cc2[nH]c1=O | 1 | 0
CCOc1ccccc1-n1c(SCC(=O)c2ccc3c(c2)OCCO3)nc(O)cc1=O | 12 | 0
CCCCC[C@H](C)N1C[C@@H](COCc2ccccc2)Oc2cc(N3CCC[C@H]3COC)ccc2S1(=O)=O | -3 | -7
Cc1cc(NC(=O)c2ccc([N+](=O)[O-])cc2)cc(C)c1O | 7 | -2
CC1(C)Cc2cccc(OCC(=O)N3CCC(c4nnc(-c5ccco5)s4)CC3)c2O1 | 1 | -1
Cc1nc(NCc2ccc(F)cc2)nc(N2CCOCC2)c1[N+](=O)[O-] | 0 | -27
COc1cc(CN2CCN(C(=O)CC(C)C)CC2)cc(OC)c1OC | -5 | -1
CCCc1cnc2c(c1SC(C(C)=O)C(=O)N(C)C)c(=O)n(C)c(=O)n2C (stereo unspecified) | -5 | -8
CS(=O)(=O)c1ccc(-c2nnc(N)o2)cc1 | -13 | -9
CCCN1C(=O)Cc2ccccc2C1C(=O)NCc1ccc(F)cc1F (stereo unspecified) | -9 | -4
COc1c(C(=O)NCc2ccc(C)o2)sc2cc(Cl)ccc12 | -7 | -4
COc1ccc(-c2csc(-c3cc(C)on3)n2)cc1 | . | -6&-1
O=C1CSC(c2ccccc2[N+](=O)[O-])N1CC12CC3CC(CC(C3)C1)C2 (stereo unspecified) | 35 | 48
COc1ccc(NC(=O)CCC2CCCCC2)cc1OC | 9 | -2
COc1ccc(C2CC(c3ccccc3)Nc3nnnn32)c(OC)c1OC (stereo unspecified) | -1 | 0
CC(C)c1ccc(C2C3CCCC=C3C(C#N)=C(N)C2(C#N)C#N)cc1 (stereo unspecified) | 55* | 8
Cc1c(NC(=O)NCC(F)(F)F)c(=O)n(-c2ccccc2)n1C | -4 | -2
O=[N+]([O-])c1ccc(-n2nnc3ccccc32)c([N+](=O)[O-])c1 | 8&31 | 2

(further entries)
SMILES | mHTT-CaM PPI inh | Pf apPOL block
COc1ccc(-c2ncc3c(n2)CCN(C(=O)Nc2cccc(Br)c2)C3)cc1 | -10 | -21
O=C(NC1CC1)C1CN(C(=O)c2ccccc2F)CC1c1ccccc1 (stereo unspecified) | 0 | 1
O=C(Nc1ccccc1)Nc1nc(-c2ccc(F)c(F)c2)cs1 | . | -14
Cc1ccc(-c2ccnc3c(C(=O)NCc4ccccn4)cnn23)cc1C | -8 | -6
CSc1nc(NCCNS(=O)(=O)c2ccc(Cl)cc2)nc(N(C)C)n1 | 5 | -6
Clc1ccccc1C1CC(c2cccs2)Nc2ncnn21 (stereo unspecified) | 0 | -20
COc1cc2c(cc1OC)C(CCCCCl)=NC(C)(C)C2 | 0 | .
COc1ccccc1-n1c(O)c(C=Nc2ccccc2C)c2ccccc2c1=O | 9 | 7
CC(C)(C)CC(=O)N1CCN(c2ccc(NC(=O)c3ccccc3F)cn2)CC1 | 4 | -7
Nc1nncn1C(=O)COc1ccc(Br)cc1Cl | 1&-2 | -4&3
COc1cccc(C(=O)Nc2nnc(-c3ccncc3)s2)c1OC | -1 | 2
COc1cc(C=CC(=O)c2c(O)cc(C)oc2=O)ccc1O | . | 0
CC(C(=O)O)c1n[nH]c(=O)c2ccccc12 (stereo unspecified) | -6 | 2
COCCNC(=O)c1cnn2c(-c3ccc(F)cc3)ccnc12 | -6 | 1
CCCCOc1ccc(/C=C2N=C(/C=C/c3ccccc3)OC\2=O)cc1 | -3 | -5
O=C(NC1CC2CC1CN2C(=O)c1ccco1)c1cccs1 (stereo unspecified) | -1 | -3
O=C(Nc1cccc(-c2nc3ccccc3[nH]2)c1)c1cc([N+](=O)[O-])ccc1Cl | 34 | 1
COc1cccc2cc(-c3nc4ccccc4o3)c(=O)oc12 | 0 | 4
COc1ccc(-c2cc(=O)c3ccccc3o2)cc1 | -5&3 | -7&-4
CCC(CC)NC(=O)COc1cccc(C)c1 | -7 | -4
CCOc1ccc(C2C(=O)N(C3CCCCC3)CC(=O)N2Cc2ccccc2OC)cc1OC (stereo unspecified) | 22 | -7
COc1ccc(NC(=O)C2CCCN(S(=O)(=O)c3ccc(Br)s3)C2)cc1 (stereo unspecified) | 4 | -4
Cc1ccc(C(C)C)c(OCC(=O)n2nc(C)cc2C)c1 | -2 | -6
c1csc(CN2CCN(c3cnn4c(C5CC5)nnc4c3)CC2)c1 | 3 | -5
CC(C)c1ccc(NC2=CC(=O)CCC2)cc1 | -3 | -2

4 of these compounds in another layout.
> COCCNC(=O)c1cnn2c(-c3ccc(F)cc3)ccnc12
- mHTT-CaM PPI inh = -6
- Pf apPOL block = 1

> COc1ccc(-c2cc(=O)c3ccccc3o2)cc1
- mHTT-CaM PPI inh = -5&3
- Pf apPOL block = -7&-4

> CCC(CC)NC(=O)COc1cccc(C)c1
- mHTT-CaM PPI inh = -7
- Pf apPOL block = -4

> Cc1ccc(C(C)C)c(OCC(=O)n2nc(C)cc2C)c1
- mHTT-CaM PPI inh = -2
- Pf apPOL block = -6

For convenience, 7 of the compounds above.
SMILES | mHTT-CaM PPI inh | Pf apPOL block
Clc1ccccc1C1CC(c2cccs2)Nc2ncnn21 (stereo unspecified) | 0 | -20
COc1cc2c(cc1OC)C(CCCCCl)=NC(C)(C)C2 | 0 | .
COc1ccccc1-n1c(O)c(C=Nc2ccccc2C)c2ccccc2c1=O | 9 | 7
CC(C)(C)CC(=O)N1CCN(c2ccc(NC(=O)c3ccccc3F)cn2)CC1 | 4 | -7
Nc1nncn1C(=O)COc1ccc(Br)cc1Cl | 1&-2 | -4&3
COc1cccc(C(=O)Nc2nnc(-c3ccncc3)s2)c1OC | -1 | 2
COc1cc(C=CC(=O)c2c(O)cc(C)oc2=O)ccc1O | . | 0

(listing goes on)
SMILES | mHTT-CaM PPI inh | Pf apPOL block
COc1ccc(C(=O)NNC(=O)c2ccc(-n3c(C)ccc3C)cc2)cc1OC | . | -3
COCCNC(=O)C(=O)NCCC1CCCCN1S(=O)(=O)c1ccc(Cl)cc1 (stereo unspecified) | 7 | 0
CC(=O)c1cc(C#N)c(SCc2c(F)cccc2Cl)nc1C | -9 | 6
COc1cccc(C2=NOC(C(=O)NCc3ccccn3)C2)c1OC (stereo unspecified) | 17 | 3
CCc1nc(C)n2ccnc(NCc3cccnc3)c12 | 21 | -15
O=C1CC(c2noc(-c3ccccn3)n2)CN1c1ccccc1 (stereo unspecified) | -4 | 4
N#CC(=Cc1ccc([N+](=O)[O-])s1)C(=O)c1ccco1 | . | 20
Cc1ccc(NC(=O)Cn2ccc3sccc3c2=O)cc1Cl | -3 | -1
COc1ccc(C2CC(=O)C3=C(C2)Nc2ccccc2NC3c2c[nH]c3ccccc23)cc1 (stereo unspecified) | 22 | -3
O=C(Nc1c2c(nn1-c1ccc(Cl)cc1)CS(=O)(=O)C2)c1c(F)cccc1F | -1 | 0
O=C(NCC1CCCO1)NC12CC3CC(CC(C3)C1)C2 (stereo unspecified) | -4 | -4
CN(C)c1ccc(C=CC(=O)c2cc3ccccc3oc2=O)cc1 | 7 | -25
CCC(=O)N1CCCC1C(=O)Nc1cc(C)cc(C)c1 (stereo unspecified) | 0 | 4
Cc1nc2cc(Cl)ccc2n1Cc1ccccc1 | 22 | -10
Cn1c(=O)c2nc3ccc(NC(=O)CCC(=O)O)cc3nc2n(C)c1=O | 5 | -6
O=S(=O)(c1ccccc1)C1c2ccccc2Oc2ccc(Cl)cc21 (stereo unspecified) | 0 | -3
Nc1ncnc2c1nc(Sc1ccc(Cl)cc1)n2C1OC2COP(=O)(O)O[C@@H]2[C@@H]1O (stereo partly specified) | . | 6
COc1ccc(Cc2[nH]n3c(=O)c4c(nc3c2-c2ccccc2)CCCC4)cc1 | -1 | -2
Cc1ccccc1-n1cc(C(=O)O)c2ccccc2c1=O | 3 | 1
NCC(O)COc1ccc(Cl)cc1 (stereo unspecified) | 0 | -6
COCCNC(=O)c1ccc([N+](=O)[O-])cc1 | -4 | -1
CC1CCC2C(=O)N(c3ccc(NCC(C)(C)CN(C)C)c([N+](=O)[O-])c3)C(=O)C2C1 (stereo unspecified) | 6 | -21
Cc1ccc(-c2onc3c2CCCC3)cc1NC(=O)C(C)Cl (stereo unspecified) | 0 | -12
OC1(/C=C/C2(O)CCCCC2)CCCCC1 | -1 | -141
O=C(Nc1ccccc1)Oc1cccc(Br)c1 | -7 | -8

Additional results.
SMILES | mHTT-CaM PPI inh | Pf apPOL block
O=C(OCC1OC(O)C(O)(COC(=O)c2cc(O)c(O)c(O)c2)C1O)c1cc(O)c(O)c(O)c1 (stereo unspecified) | . | 64*
O=C1OC(C23CC4CC(CC(C4)C2)C3)=N/C1=C\c1ccccc1O | -1 | -3
CCn1cc(C(=O)Nc2cnn(C)c2C(=O)NCc2cnn(C)c2)cn1 | 1 | .
Cn1ncc(N2CCCC(C(=O)NC3CCCCCC3)C2)cc1=O (stereo unspecified) | -7 | 2
C=CCOc1ccc(CN2CCOCC2)cc1 | -3 | 4
CCOc1ccc(CNC(=O)C2CCCN(c3nccc(C)n3)C2)cc1 (stereo unspecified) | -16 | 1
O=C(c1ccc(F)cc1F)N1CCC(Nc2cccnc2)C1 (stereo unspecified) | -1 | 2
COc1ccc(C=C2SC(=O)N(CC(=O)c3ccccc3)C2=O)cc1 | -20 | 0
O=C1OC(c2ccc(Cl)c(Cl)c2)=N/C1=C\c1ccco1 | 2 | -3
CC(C)C(=O)N1CCN(C(C(=O)NC2CCCc3ccccc32)C2CCCC2)CC1 (stereo unspecified) | 1 | -1
NC(=O)c1ccsc1NC(=O)Cc1ccc(F)cc1 | -24 | -7
Cc1cc(NC(=O)c2cc(C)oc2C)n(C)n1 | . | -25
N#C/C(=C\c1c[nH]c2ccccc12)c1nn(CCO)c(N)c1C#N | 35 | -3
N#C/C(=C\c1ccco1)c1nn(-c2ccccc2)c(N)c1C#N | 1 | -4
CC(=O)c1cccc(-n2c(C)c(C(C)=O)c(C(C)=O)c2C)c1 | 0 | -3
CC(=O)Nc1ccc(C(=O)Nc2ccc(-c3nc4ccccc4o3)cc2)cc1 | 4 | -7
CCOC(=O)COc1cccc2c1CCN(Cc1ccc(Cl)cc1)C2=O | 46 | -18
Cc1cc(C)cc(NC(=O)c2noc3c2CCCC3)c1 | -29 | -5
CCCn1cc(-c2ccncc2)cc1C(=O)N1CCOCC1 | 4 | -4
O=C(c1ccc(Cl)cc1)N1CCN(CCN=Cc2ccccc2)CC1 | . | 7&-10
Cc1cc(Cl)ccc1NC(=O)c1cccc([N+](=O)[O-])c1C | -4 | 2
CC(C)OCCCNC(=O)C1CCCN(c2cnn(Cc3ccccc3)c(=O)c2)C1 (stereo unspecified) | 3 | -2
CC1CCCCN1C(=O)C1CC(=O)N(c2ccccc2)C1 (stereo unspecified) | -9 | 2
COc1ccccc1CNC(=O)CCS(=O)(=O)Cc1ccccc1Cl | -6 | -12
CSc1nc(N)n(-c2cc(Cl)cc(Cl)c2)n1 | . | -6&-8

The list continues.
SMILES | mHTT-CaM PPI inh | Pf apPOL block
Cn1c(C(C#N)=C(O)c2ccc(Cl)s2)nc2ccccc21 | -20 | -2
O=C(O)CCc1ccc(-c2cccs2)n1-c1ccc(Cl)cc1 | 44 | -6
COc1ccc(-c2cc3nc4c(c(=O)n3[nH]2)CCN(C(=O)Nc2ccc(C)cc2C)C4)cc1 | 2 | -6
COc1ccc(/C(C#N)=C/c2ccccc2Br)cc1OC | -43 | 3
CCN(CC)CCSc1nc2ccccc2[nH]1 | 4 | -1
COc1ccccc1-n1nc(C(=O)Nc2ccc(F)cc2F)c2ccccc2c1=O | 2 | -3
COc1ccc(C2=N/C(=C\C(C)=C\c3ccccc3)C(=O)O2)cc1OC | 21 | -4
CCC(=O)N1CCc2sc(C(=O)N3CCC(Cc4ccccc4)CC3)cc2C1 | 42 | -6
Cn1c(N)c(NC(=O)c2ccco2)c(=O)[nH]c1=O | -2 | -3
CCn1c(SC)nnc1-c1nn(C)c2c1CN(C(=O)c1ccc(C(F)(F)F)cc1)CC2 | 6 | -4
Cn1c(C2CCN(C(=O)NCCc3ccccc3)CC2)cc(=O)n2nccc12 | 6 | -1
COc1ccc(-c2nnc(N3CCC(C(=O)NCc4ccc(C(C)C)cc4)CC3)o2)cc1 | 31 | -4
CCn1cc2c3c(cccc31)CN(C(=O)CCc1ccccc1)CC2 | 50 | -2

Random draw from the library. About 3.5% of those tested had a hit in this group.
